STEP inh – STEP phosphatase inhibitors, primary screen, biochemical, fluorescence intensity, uHTS; Tyrosine-protein phosphatase non-receptor type 5 (Homo sapiens), P54829; recombinant STEP, OMFP fluorogenic substrate; inhibition, % at 20 µM; actives 0.25% (n = 360,000); AID 588621, 2011;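 active = inhibition at 20 µM, scaled per plate between control wells, above about 37%, limit read from the data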;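 note: 0% = DMSO with enzyme and substrate and 100% = substrate only without enzyme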
Target sequence (P54829 whole entry, looked up): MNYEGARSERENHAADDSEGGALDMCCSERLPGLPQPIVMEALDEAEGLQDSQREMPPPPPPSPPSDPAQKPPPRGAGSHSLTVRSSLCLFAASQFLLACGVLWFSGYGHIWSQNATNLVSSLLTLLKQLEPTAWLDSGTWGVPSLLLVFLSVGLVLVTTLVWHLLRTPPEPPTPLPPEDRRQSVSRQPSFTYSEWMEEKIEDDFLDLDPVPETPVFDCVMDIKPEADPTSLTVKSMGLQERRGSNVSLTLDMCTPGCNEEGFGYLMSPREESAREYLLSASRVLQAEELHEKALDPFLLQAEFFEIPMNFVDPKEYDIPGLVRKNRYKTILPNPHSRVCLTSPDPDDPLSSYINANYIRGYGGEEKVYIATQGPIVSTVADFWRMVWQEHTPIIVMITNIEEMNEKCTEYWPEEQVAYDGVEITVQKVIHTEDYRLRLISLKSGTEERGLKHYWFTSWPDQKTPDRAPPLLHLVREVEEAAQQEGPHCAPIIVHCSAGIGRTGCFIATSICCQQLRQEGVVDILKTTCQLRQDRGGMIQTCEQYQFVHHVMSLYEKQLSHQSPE
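Assay system: isolated STEP enzyme / Timing: 20 min at room temperature, dark / Doses: 20 µM, 1% DMSO / Technique: fluorescence intensity, excitation 480 nm, emission 540 nm / Reagent: fluorogenic phosphatase substrate OMFP at 25 µM final / Measure: percent inhibition scaled to no-enzyme and uninhibited-enzyme controls, plate-pattern corrected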
SUMO1-SIM PPI – modulators of SUMO1 protein-protein interactions, primary screen, biochemical, uHTS. Small ubiquitin-related modifier 1 (Homo sapiens), P63165. SUMO1 binding to a labelled peptide, TR-FRET, 1 h. inhibition, % at 20 µM. actives 0.33% (n = 360,000); in the data active = inhibition above about 37%
Target sequence (P63165 whole entry, looked up): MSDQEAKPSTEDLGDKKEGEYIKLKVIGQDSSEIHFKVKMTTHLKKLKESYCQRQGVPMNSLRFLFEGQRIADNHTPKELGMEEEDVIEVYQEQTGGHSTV
SKN-1 inh – suppressors of acrylamide-induced Pgst-4::GFP reporter in worms, primary screen, SKN-1 inhibitor project, whole organism, uHTS, GFP/RFP fluorescence ratio, strain VP596 | C. elegans VP596 Pgst-4::GFP/RFP ratio, 24 h | actives 0.49% (n = 360,000) | inhibition, % at 21.8 µM;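 active = interference check ratio from 0.5 to 1.5 plus GFP to RFP signal ratio inhibition reaching or exceeding a fixed threshold, cut at about 30% in these data, passing the limit was not always enough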; note: some compounds called inactive have numbers as strong as hits
LMPTP inh – LMPTP phosphatase inhibitors, primary screen, biochemical, fluorescence intensity, uHTS | actives 0.22% (n = 360,000) | recombinant LMPTP-A, OMFP fluorogenic substrate | inhibition, % at 20 µM;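 active = compounds that cut the enzyme signal by at least half of the control window in the single-dose screen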;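 note: plate controls were DMSO wells with enzyme plus substrate for no effect and substrate without enzyme for full effect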
Target sequence (P24666 whole entry, looked up): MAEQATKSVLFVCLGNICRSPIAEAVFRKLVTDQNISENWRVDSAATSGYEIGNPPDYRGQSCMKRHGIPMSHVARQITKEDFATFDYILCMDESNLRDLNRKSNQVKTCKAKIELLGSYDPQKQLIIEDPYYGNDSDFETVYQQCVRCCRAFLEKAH
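test system = LMPTP-A | amount = 0.625 nM LMPTP-A final | reagent = fluorogenic phosphatase substrate OMFP at 400 µM final | incubation = 50 min at room temperature | benchmarks = no-enzyme low control, uninhibited high control | medium = Bis-Tris pH 6.0, DTT, detergent | signal = fluorescence intensity of OMFP turnover product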
Scp-1 inhibitor – Scp-1 phosphatase inhibitors, primary screen, biochemical, colorimetric, uHTS | Carboxy-terminal domain RNA polymerase II polypeptide A small phosphatase 1 (Homo … | Recombinant Scp1, phosphopeptide, malachite green phosphate absorbance | inhibition, % at 20 µM | actives 0.88% (n = 340,000) | AID 493091, 2011;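 active = inhibition above about 50% at 20 µM, limit read from the data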;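 note: plate controls were DMSO wells with enzyme for no effect and wells lacking enzyme for full effect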
Target sequence (Q9GZU7 76-261 limits assumed): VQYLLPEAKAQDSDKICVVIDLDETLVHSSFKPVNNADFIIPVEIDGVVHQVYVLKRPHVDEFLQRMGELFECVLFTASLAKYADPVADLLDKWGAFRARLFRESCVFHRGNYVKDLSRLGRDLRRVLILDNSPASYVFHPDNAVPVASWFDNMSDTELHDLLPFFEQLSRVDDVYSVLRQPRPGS
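System: SCP-1 catalytic domain; Reagent: Phospho 17-mer peptide substrate; Doses: one concentration, 20 µM, with 1.0% DMSO; Incubation: 45 min room-temperature reaction, 5 min colour, 30 min stabiliser; Signal: Phosphate-binding colour reagent, absorbance read at 630 nm.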
MT1-MMP act inh – blockers of MT1-MMP proenzyme processing, primary screen, HT1080 RFP-PRO-GFP cells, GFP/RFP fluorescence. Matrix metalloproteinase-14 (Homo sapiens), P50281. GFP/RFP ratio change, % at 20 µM. GFP/RFP ratio fluorescence, overnight; percent of plate control window, DMSO zero. actives 0.061% (n = 360,000);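 active = GFP/RFP ratio change of at least 30% with cell ATP level not reduced by more than half and red fluorescence within 50% of control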; note: strong numbers were not always called active
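Compound: 20 µM single dose, 1% DMSO / System: HT1080 RFP-PRO-GFP cells / Controls: DMSO and RFP-L50D-GFP cell wells / Read-out basis: GFP/RFP fluorescence ratio / Schedule: overnight compound exposure at 37 °C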
DNMT1 inh – human DNMT1 methyltransferase inhibitors, primary screen, biochemical, molecular beacon, fluorescence, HinP1I cleavage, uHTS; inhibition (reported as % activation of signal), % at 10 µM; actives 0.83% (n = 360,000); AID 588458, 2011; DNA (cytosine-5)-methyltransferase 1 (Homo sapiens), P26358; in the data active = inhibition above about 50%
Rpn11 inh – Rpn11 (PSMD14) deubiquitinase inhibitors, primary screen, biochemical, fluorescence polarization, uHTS | 26S proteasome non-ATPase regulatory subunit 14 (Homo sapiens), O00487 | calls only at 20 µM | actives 0.59% (n = 360,000) | AID 588493, 2011 | human 26S proteasome, Ub4-pepOG fluorescence polarization; 20S core pre-blocked with epoxomicin;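 active = inhibition at 20 µM, scaled to each plate's controls, above about 33%, limit read from the data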
NadD block – inhibitors of S. aureus NadD, primary screen, biochemical, colorimetric, uHTS; inhibition, % at 20 µM; purified NadD enzyme, colorimetric absorbance read-out; actives 0.78% (n = 360,000); Nicotinate-nucleotide adenylyltransferase NadD (Staphylococcus aureus N315); in the data active = inhibition above about 26%; note: some compounds past the cut are filed as inactive
NRP1-CendR mod – modulators of CendR peptide binding to NRP-1, primary screen, biochemical, fluorescence polarization, uHTS; Neuropilin-1 (Homo sapiens), O14786; FAM-RPARPAR peptide binding to NRP-1; inhibition, % at 25 µM; actives 0.85% (n = 360,000); AID 602438, 2012;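 active = inhibition or corrected inhibition above about 18%, plus a signal ratio from 0.5 to 1.5, limit read from the data, passing the limit was not always enough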; note: strong numbers were not always called active
Active calls of the source: *; i = inactive; . = no result given; + = active, no number. Only part of the results is shown (hit frequency here may not be typical).

Results follow in this order: STEP inh	SUMO1-SIM PPI	SKN-1 inh	LMPTP inh	Scp-1 inhibitor	MT1-MMP act inh	DNMT1 inh	Rpn11 inh	NadD block	NRP1-CendR mod
- CCN1C[C@]2(CO)CC[C@H](OC)[C@@]34C5C[C@H]6[C@H](OC)C5[C@](O)(C[C@H]6OC)[C@@H](C(OC)C23)[C@@H]14 (stereo not given in full)
  -1	1	17	0.9	-1	-4	1	i	6	-2
- CCn1c(O)c(/C=N/NC(=O)c2ccncc2)c(=O)[nH]c1=S
  2	-13	-4	0.3	-10	13	-2	i	-5	-32
- COc1ccc(-n2nnnc2C(C2CC2)N2CCC(n3c(=O)[nH]c4ccccc43)CC2)cc1 (stereo not given)
  5	6	-1	2.4	.	0	4	i	1	14
- Cc1ccc(C(=O)c2cc(Br)ccc2N)cc1
  0	-7	7	1.9	-12	0	0	i	-2	6
- CCCCN1C(=O)C(C2c3ccccc3C(=O)N2Cc2ccccc2)C(=O)NC1=S (stereo not given)
  2	4	5	0.1	-10	-1	-9	i	5	-2
- CC(=Nc1ccccc1N)c1c(O)n(C)c(=O)[nH]c1=O
  1	-4	1	-1.2	-7	0	-7	i	1	0
- CCS(=O)(=O)NC(C)c1nnc2n1-c1ccc(Br)cc1C(c1ccccc1Cl)=NC2 (stereo not given)
  0	-3	0	-0.1	9	2	2	i	3	-13
- CCOP(=O)(OCC)C(NC(=O)c1ccc(Cl)cc1)=C(Cl)Cl
  -3	-2	4	-2.1	-3	6	-7	i	5	-2
- C/C(=N\N1CCCCCC1)c1c(O)n(C2CCCCC2)c(=O)[nH]c1=O
  0	6	22	1.6	-1	2	-5	i	-1	-7
- CC1CCCC(NC(=O)CNC(=S)N2CC3CC(C2)c2cccc(=O)n2C3)C1C (stereo not given)
  2	10	18	0.6	-3	0	1	i	-1	13
- Cc1ccc2c(c1)C(c1ccccc1)=NCC(=O)N2C
  5	-3	-4	-2.2	-2	7	5	i	-5	-17
- Cc1nccn1Cc1ccc(Cl)nc1
  -4	3	-14	1.9	-3	3	-4	i	-2	-2
- O=C(CN1C2CCC1CC(O)(c1cccnc1)C2)Nc1ccc2c(c1)OCO2 (stereo not given)
  -7	-2	20	-0.8	3	2	1	i	1	-4
- CC(C)c1cccc(C(C)C)c1O
  0	2	4	0.2	-4	2	2	i	-4	-10
- O=C(Nc1ccc(OC(=O)N2CCCC2)cc1)N1CCOCC1
  -3	-4	38*	-0.4	-6	5	-3	i	-3	2
- Cc1ccsc1-c1nc(CSCC(=O)N2CCC3(CC2)OCCO3)c(C)o1
  0	-4	24	0.6	2	0	1	i	-6	10
- CCN(CC)c1ccc(/C=C2\C(=O)NC(=S)N(c3ccc(OC)cc3OC)C2=O)o1
  4	-168	16	12	-7	-104	2	.	4	-1
- CN1CC[C@]23c4c5ccc(O)c4OC2[C@H](O)C=CC3[C@H]1C5 (stereo not given in full)
  0	-2	1	-1.2	2	0	3	i	-3	-11
- COc1ccccc1CN1CCN(C(=O)COc2cccc(C)c2)CC1
  0	0	3	-1.0	3	5	1	i	-2	1
- COc1ccc(CCNC(=O)c2c(N)n(CCN3CCOCC3)c3nc4ccccc4nc23)cc1OC
  -2	7	5	1.5	-3	-7	-21	i	-10	-12
- COP(=S)(OC)Oc1ccc(SC)c(C)c1
  0	2	-21	-0.5	-5	5	3	i	-3	8
- COc1cccc(C2(O)CCN(CC(=O)Nc3nc(C)cs3)CC2)c1
  0	4	-10	0.1	1	-5	-1	i	-6	-6
- COC(=O)C1=C(c2cccc(C#N)c2)C[C@@H]2CC[C@H]1N2C(=O)NCc1cccc2ccccc12
  1	-8	-3	0.8	-8	3	0	i	-2	-9
- NC(Cc1ccc(F)cc1)c1csc(Nc2cnccn2)n1 (stereo not given)
  4	1	-4	-1.5	.	-5	0	i	-1	-6
- CC1=C(N2CC2)C(=O)C(CO)=C(N2CC2)C1=O
  -1	-35	19	3.4	-3	-32	-3	i	5	15
- O=C(O)c1cc(Oc2ccc(C(F)(F)F)cc2Cl)ccc1[N+](=O)[O-]
  -4	2	2	-0.7	-9	1	1	i	-5	-11
- CCCCc1nc2ccccc2c(=O)n1-c1ccccc1[N+](=O)[O-]
  -2	-12	14	0.6	-2	-2	0	i	-2	-4
- C=Cn1c(P(=S)(N2CCOCC2)N2CCOCC2)cc2c1CCCC2
  -3	-1	15	0.0	-3	-9	10	i	-4	2
- CNC(=O)OCCc1n(C)cc[n+]1C
  -2	-2	2	-1.5	27	-4	0	i	14	10
- O=C(c1cccnc1)N1Cc2ccccc2-n2nncc2C1
  0	-1	-10	-2.0	.	6	0	i	5	-3

As entered above:
Under LMPTP inh, CCCCc1nc2ccccc2c(=O)n1-c1ccccc1[N+](=O)[O-] is entered as 0.6
Under STEP inh, NC(Cc1ccc(F)cc1)c1csc(Nc2cnccn2)n1 (stereo not given) is entered as 4

Later entries:
Results follow in this order: STEP inh	SUMO1-SIM PPI	SKN-1 inh	LMPTP inh	Scp-1 inhibitor	MT1-MMP act inh	DNMT1 inh	Rpn11 inh	NadD block	NRP1-CendR mod
- COc1cc(Cn2c(N)c(C(=O)NCc3ccco3)c3nc4ccccc4nc32)cc(OC)c1OC
  6	2	-1	-1.0	15	6	-2	i	2	-5
- CCOc1ccc(-c2c(C)n(-c3ccc(OCC)cc3)c3[n+]2CCCCC3)cc1
  -2	3	-13	-0.7	10	-11	-1	i	-3	4
- CCOC(=O)/C(CCCN(CC)CC)=N\O
  -3	-2	11	-1.9	15	-5	4	i	-2	3
- COc1ccc(C2=NCC(=S)Nc3ccc(Cl)cc32)cc1OC
  -2	0	0	0.7	-10	-3	0	i	-5	-10
- c1ccc(Nc2ccc(Nc3ccccc3)cc2)cc1
  2	2	6	3.4	6	0	-21	i	7	29*
- ClC(Cl)=C(c1ccc(Cl)cc1)c1ccc(Cl)cc1
  3	4	4	3.4	-9	1	12	i	6	-12
- CNC(=O)Oc1cccc2c1OC(C)(C)O2
  -1	0	-10	-0.6	-7	4	0	i	-3	1
- COc1ccccc1C1=NCc2nnc(CSC)n2-c2ccc(Cl)cc21
  0	5	-2	-0.8	-4	-5	0	i	0	10
- O=C(O)C1Cc2ccccc2N2CCCC12 (stereo not given)
  0	-15	-3	19	-9	-4	-2	i	12	24
- Cc1ccc(OCC(=O)N2CCN(Cc3ccc4c(c3)OCO4)CC2)cc1
  2	1	-1	-0.8	-1	1	-2	i	-10	9
- CCN1CC=C(c2c[nH]c3ccccc23)CC1
  0	-11	-11	2.7	7	-6	-2	i	-3	31*
- NS(=O)(=O)c1ccc(N=Cc2c(O)n(C3CCCCC3)c(=O)n(C3CCCCC3)c2=O)cc1
  1	-2	-7	2.7	-7	-377	-10	+	21	-42
- CC(C)(C)C(=O)O[C@H]1CC[C@@]2(C)C(=CC(=O)C3C2CC[C@]2(C)C(=O)[C@H](O)CC32)C1 (stereo not given in full)
  -2	1	-5	-1.8	-5	6	-3	i	2	-7
- CC(=O)OC12COC1CC(O)C1(C)C(=O)C(O)C3=C(C)C(O)CC(O)(C(OC(=O)c4ccccc4)C21)C3(C)C (stereo not given)
  0	5	5	1.2	0	-7	4	i	3	-1
- c1ccc(-c2nc(N3CCOCC3)s[n+]2-c2ccccc2)cc1
  -1	2	9	4.8	-2	3	9	i	1	-8
- CN(C)C1CCc2[nH]c3c(F)cc(F)cc3c2C1 (stereo not given)
  0	4	-3	-0.3	.	2	2	i	-8	0
- NC(=S)/N=C/c1c(O)[nH]c(=O)[nH]c1=O
  0	2	2	-1.1	-6	-4	-2	i	1	-76
- COc1ccc(-n2c(-c3ccc(C)cc3)nc3ccccc3c2=O)cc1
  0	5	1	-0.3	-5	0	5	i	-6	-6
- COc1cc(C(c2c(C)[nH]n(-c3ccccc3)c2=O)c2c(C)[nH]n(-c3ccccc3)c2=O)cc(OC)c1OC
  2	54*	2	8.5	6	11	9	i	2	0
- N#Cc1ccccc1Cn1cc(C(=O)C2CC2)c2ccccc21
  -1	3	-1	0.0	-9	2	0	i	-6	-2
- NC(=O)c1ccsc1NC(=O)COC(=O)Cc1ccccc1
  -3	1	-23	1.7	6	4	-1	i	-2	3
- O=C1CC(=O)N(c2cccc(Cl)c2)C(=O)N1
  0	2	-1	0.0	5	-10	-1	i	-2	-12
- COc1cccc(NC(=O)CN2CC(c3ccccc3)CC2=O)c1 (stereo not given)
  -2	5	-1	-0.3	-4	0	-1	i	-2	0
- CCCCCCC(=O)N/N=C/c1c(O)n(CCCC)c(=S)[nH]c1=O
  4	2	-5	-3.1	-7	4	-2	i	8	-6
- Cc1cccc(-n2c(O)c(C)c(=O)[nH]c2=S)c1
  15	3	-9	3.2	-1	-2	-1	i	-1	-8
- COC(=O)C1=C(c2ccc(F)cc2OCc2ccccc2)C[C@@H]2CC[C@H]1N2C(=O)NCc1ccccc1Cl
  3	3	8	6.5	0	0	-5	i	6	3
- CC(=NCC1CCCO1)c1c(O)n(-c2ccccc2)c(=O)[nH]c1=O (stereo not given)
  -6	-1	-11	-0.8	-3	4	0	i	-7	-4
- COc1ccc(N2C(=O)NC(=O)C(CCc3ccncc3)(CCc3ccncc3)C2=O)cc1
  0	-2	14	-1.4	-3	-3	-2	i	0	17
- COc1ccc([N+](=O)[O-])cc1N=Cc1c(O)n(CCc2ccccc2)c(=O)n(C(C)C)c1=O
  8	-7	-3	3.9	-9	-69	-3	i	-1	-23
- C/C(=N\N=C(N)N)c1ccccc1
  0	2	17	-0.2	-4	-1	-1	i	1	7
- CCCCC(CC)COC(=O)c1ccccc1C(=O)OCC(CC)CCCC (stereo not given)
  0	6	6	-2.3	1	1	9	i	11	-7

Source: PubChem BioAssay
